# High-throughput results as filed in PubChem.
# LMNA splice mod – modulators of lamin A splicing. hit rate 0.01% among 200,000. HeLa LMNA splicing GFP/RFP minigene ratio, 48 h. Potency, µM (series often up to 46.1 µM), inactives show top-dose ratio change, negative = inhibition, usual class: inhibitors; active means well fitted inhibition curve with a large enough effect in the signal ratio, with a control signal flat, not every such curve was filed as active; inconclusive means small, poorly fitted or top-dose-only effect, or effect the other way, or a change in a side signal; the % refers to the signal ratio
#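 Read-out is the ratio of GFP to DsRed2 object intensity, acquired by 488 nm laser-scanning cytometry on HeLa lamin A-EGFP minigene reporter cells. Compound incubation 48 hrs at 37 °C in Opti-MEM with 2% FBS; DMSO 0.5% final.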
# TRb-SRC2 inh – disrupts binding of human TR beta to SRC2. Potency, µM (highest dose often 106 µM), for the others: at the top dose activity change, negative = inhibition, actives largely listed as inhibitors. hit rate 0.065% among 280,000. TRbeta-SRC2 peptide binding, fluorescence polarization; receptor liganded with 1 µM T3. P10828. AID 1469; active means well fitted inhibition curve with a large enough effect; inconclusive means small, poorly fitted or top-dose-only effect, or effect the other way;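 further: plate controls were bound peptide for no effect and peptide without receptor for full effect; nearly all actives have a fitted effect of over 50% in size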
# Target sequence (P10828 whole entry, looked up): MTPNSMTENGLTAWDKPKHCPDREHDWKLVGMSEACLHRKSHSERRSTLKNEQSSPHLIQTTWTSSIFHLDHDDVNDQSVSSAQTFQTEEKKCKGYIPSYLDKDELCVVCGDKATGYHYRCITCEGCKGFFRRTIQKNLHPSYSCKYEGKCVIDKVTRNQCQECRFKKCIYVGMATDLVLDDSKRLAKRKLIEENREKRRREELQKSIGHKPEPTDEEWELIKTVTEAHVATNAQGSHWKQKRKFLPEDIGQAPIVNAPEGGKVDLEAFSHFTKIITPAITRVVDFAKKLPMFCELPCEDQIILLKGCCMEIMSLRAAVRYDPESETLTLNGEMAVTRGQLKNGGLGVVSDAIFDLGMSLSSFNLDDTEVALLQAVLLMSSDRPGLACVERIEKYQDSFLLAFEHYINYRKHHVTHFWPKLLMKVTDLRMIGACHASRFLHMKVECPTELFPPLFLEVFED
#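 Compounds were added to 0.6 uM TRb ligand-binding domain and 20 nM Texas Red-labeled SRC2 peptide in Tris buffer containing 1 uM T3, incubated 5 hr at ambient temperature, then read by fluorescence polarization.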
# TexasRed fluor – Texas Red fluorescence interference in TRb-SRC2 counter-screen; hit rate 0.29% among 280,000; Potency, µM (series often up to 106 µM), inactives show at the top dose fluorescence change, negative = quenching; TRb/SRC2 Texas Red total fluorescence interference; active means well fitted curve in either direction with a large enough effect; inconclusive means small, poorly fitted or top-dose-only effect
#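 Human TRb ligand-binding domain at 0.6 uM with 20 nM Texas Red SRC2 peptide in Tris buffer containing 1 uM T3 and 5% DMSO, incubated with compound 5 h at ambient temperature. Total fluorescence (555/632 nm) calculated as parallel + 2 × perpendicular.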
# * hit, by the source's call; ? = inconclusive; [ ] = dose if it differs, or a comment. Unless noted, on the % scale 0 is the no-effect control and ±100 the full control effect; potency means the concentration at half of the fitted maximal effect.
# Order of values – LMNA splice mod, TRb-SRC2 inh, TexasRed fluor
- COc1ccc(NC(=O)CN(C)S(=O)(=O)c2ccc(C(=O)N3CCOCC3)s2)cc1
→ 4%[46 µM], 6%, -3%
- Cc1ccccc1CN1C(=O)c2ccccc2Sc2ccc(C(=O)OCc3ccco3)cc21
→ -8%[46 µM], 3%, 0%
- O=C(COCc1cc(-c2cccs2)on1)NCc1cccc(Cl)c1
→ 13%[46 µM], -3%, 7%
- CC(=O)c1cccc(NC(=O)Cn2c(=O)oc3cc(S(=O)(=O)NCc4ccccc4)ccc32)c1
→ 6%[46 µM], 11%, -5%
- CCc1ccc(C(=O)NC(Cc2c[nH]c3ccccc23)C(=O)OCC(=O)c2ccc(Br)cc2)cc1 (stereo unspecified)
→ ?, 3%, ?
- Cc1ccc(Cl)cc1N1CCN(C(=O)CN2C(=O)CSc3c2c(C)nn3-c2ccccc2)CC1
→ ?, -2%, -1%
- O=C(COc1ccccc1)N(Cc1cccnc1)c1nc2c(F)cccc2s1
→ 2%[46 µM], 6%, 1%
- COc1ccc(CNC(=O)CCc2c(C)nn(-c3ccc(N4CCOCC4)nn3)c2C)cc1
→ ?, -2%, -1%
- Cc1cccc(NC(=O)c2cc(S(=O)(=O)N3CCc4ccccc43)ccc2F)c1C
→ -3%[46 µM], 7%, -2%
- CCOC(=O)c1ccc(NC(=O)c2c(NCc3cccs3)sc3c2CCCCC3)cc1
→ 10%[46 µM], -14%, ?
- NC(=O)C1CCN(S(=O)(=O)c2ccc(N3CCCCS3(=O)=O)cc2)CC1
→ -5%[46 µM], 2%, 0%
- CCOC(=O)C1CCCN(S(=O)(=O)c2ccc3[nH]c(=O)ccc3c2)C1 (stereo unspecified)
→ 7%[46 µM], -2%, 2%
- COc1ccc(CNC(=O)CCNS(=O)(=O)c2ccc3c(c2)CCCC(=O)N3)cc1
→ ?, -5%, ?
- CCC1CN(C(=O)NCc2ccc(F)cc2)c2cc(C)ccc2O1 (stereo unspecified)
→ ?, -7%, 4%
- O=C(CSc1nc2c([nH]c3ccccc32)c(=O)n1-c1ccccc1)Nc1ccc2c(c1)OCCO2
→ 5%[46 µM], -5%, -1%
- Cc1cc(S(=O)(=O)NCC(c2ccc(N(C)C)cc2)N2CCOCC2)ccc1F (stereo unspecified)
→ ?, -2%, -1%
- COC(=O)c1ccc(NS(=O)(=O)c2ccc3[nH]c4c(c3c2)CCCC4)cc1
→ ?, -5%, 28µM*[quencher]
- Cc1ccc(C)c(N2CCN(C(=O)c3cc(S(=O)(=O)N4CCC(C)CC4)cn3C)CC2)c1
→ ?, 1%, 0%
- COC(=O)c1sccc1S(=O)(=O)N1CCN(c2ccccc2)CC1
→ 5%[46 µM], 8%, 0%
- CCOc1ccc(C2C(=O)N(C3CCCCC3)CC(=O)N2CCC2=CCCCC2)cc1OC (stereo unspecified)
→ ?, -5%, -1%
- CCOC(=O)CNC(=O)c1cc2c(=O)n3cccc(C)c3nc2n1C
→ 16%[46 µM], -20%, ?
- CCN1CCN(c2ncc3c(n2)CCN(Cc2ccccc2C)C3)CC1
→ -7%[46 µM], 2%, 2%
- O=C(NC1CC1)c1ccc(Cn2c(SCc3cccc(F)c3)nc3cccnc32)cc1
→ 1%[46 µM], -5%, 9%
- Cc1cccc(N2CCN(S(=O)(=O)c3cn(C)c(C)n3)CC2)c1C
→ ?, 1%, ?
- CC(=O)Nc1ccc(NC(=O)CC(C)n2ccc(C)n2)cc1 (stereo unspecified)
→ ?, -4%, -5%
- CCCCn1cc(S(=O)(=O)c2ccccc2)c(=O)c2cc(F)c(N3CCN(CCC)CC3)cc21
→ 5%[46 µM], 3%, 4%
- O=C(C1CCC(Cn2c(=O)c3sccc3n(Cc3cccc(F)c3)c2=O)CC1)N1CCCCC1 (stereo unspecified)
→ 14%[46 µM], 3%, -22%
- CCOCCCN1C(=O)CN(C2CCCCCC2)C(=O)C1c1ccc(OC(C)C)c(OC)c1 (stereo unspecified)
→ -5%[46 µM], -3%, -2%
- CCOC(=O)N1CCc2c(sc(NCc3cc(OC)ccc3OC)c2C(=O)Nc2cc(OC)ccc2OC)C1
→ ?, -21%, 398µM*[quencher]
- COc1ccc(C)cc1NC(=O)C(=O)NCC(c1cccnc1)N1CCc2ccccc21 (stereo unspecified)
→ 29%[46 µM], -4%, -10%
- CCc1cccc(NC(=O)c2cc3c(=O)n(Cc4ccc(OC)cc4)ccc3nc2C)c1
→ ?, 5%, 0%
- Cc1ccc(Nc2ccc(N3CCN(C(=O)c4cccc([N+](=O)[O-])c4)CC3)nn2)cc1
→ 2%[46 µM], -2%, 0%
- COc1ccc(NC(=O)N2CCc3c(sc4c3CCCC4)C2c2ccc(F)cc2)cc1 (stereo unspecified)
→ -12%[46 µM], 7%, -1%
- CCCCN(CCCC)S(=O)(=O)c1ccc2oc(C(=O)NCc3ccc(C)cc3)c(C)c2c1
→ ?, 3%, -1%
- CCc1ccc(C(c2ccccc2)c2c(C)[nH]c3ccccc23)s1 (stereo unspecified)
→ 5%[46 µM], 4%, ?
- COc1ccc(Nc2ncnc3c2cnn3-c2ccc(C)cc2)cc1Cl
→ ?, 11%, 0%
- CCOc1ccccc1Nc1sc(C(=O)c2ccc(Cl)cc2)c(N)c1S(=O)(=O)c1ccccc1
→ 1%[46 µM], 4%, -1%
- COCCCNC(=O)c1oc2c(c1C)-c1nn(Cc3cccc(Cl)c3)cc1CC2
→ ?, 3%, -27%
- Cc1ccc(C)c(N(C)C(=O)C2CCN(c3ncnc4c3nc3n4CCCCC3)CC2)c1
→ 3%[46 µM], 1%, 6%
- CC(=O)c1ccc(NS(=O)(=O)c2ccc(-c3cnc(C4CC4)o3)cc2)cc1
→ 4%[46 µM], 6%, -3%
- O=C(Nc1ccc2c(c1)N(C1CCCC1)C(=O)c1ccccc1S2)c1ccc(F)cc1
→ ?, 2%, -5%
- COc1ccc(CCNC(=O)CCCn2c(=O)c3cccn3c3ccc(F)cc32)cc1OC
→ ?, 11%, 10%
- CCOc1ccc(NC(=O)C2CCN(S(=O)(=O)c3cc(-c4noc(C)n4)ccc3C)CC2)cc1
→ -1%[46 µM], -4%, -1%
- O=c1n(Cc2ccc(F)cc2Cl)c2ccccc2c2nc(-c3ccccc3)nn12
→ 4%[46 µM], -1%, -15%
- Cc1ccccc1OCC(=O)Nc1ccc(-c2nc3ccccc3o2)cc1
→ 27%[46 µM], -3%, 0%
- CC(=O)Nc1nonc1-c1nnc(SCC(=O)Nc2ccc(F)cc2F)n1-c1ccccc1
→ -7%[46 µM], -3%, 6%
- Cc1cc(C)n2nc(SCC(=O)Nc3ccccc3C)nc2n1
→ 22%[46 µM], 3%, 0%
- COc1ccc(OCC(=O)N2CCC(c3nc4ccccc4s3)CC2)cc1
→ -7%[46 µM], 2%, -1%
- Cc1ccc(S(=O)(=O)N2CCCc3cc(NC(=O)c4cccc(Cl)c4)ccc32)cc1
→ 13%[46 µM], -1%, 0%
- CCc1ccccc1N(C)S(=O)(=O)c1ccc2[nH]cc(C(=O)NCCOC)c(=O)c2c1
→ -4%[46 µM], -6%, -5%

# A run of entries from further up:
# Order of values – LMNA splice mod, TRb-SRC2 inh, TexasRed fluor
- COCCCNC(=O)c1oc2c(c1C)-c1nn(Cc3cccc(Cl)c3)cc1CC2
→ ?, 3%, -27%
- Cc1ccc(C)c(N(C)C(=O)C2CCN(c3ncnc4c3nc3n4CCCCC3)CC2)c1
→ 3%[46 µM], 1%, 6%
- CC(=O)c1ccc(NS(=O)(=O)c2ccc(-c3cnc(C4CC4)o3)cc2)cc1
→ 4%[46 µM], 6%, -3%
- O=C(Nc1ccc2c(c1)N(C1CCCC1)C(=O)c1ccccc1S2)c1ccc(F)cc1
→ ?, 2%, -5%
- COc1ccc(CCNC(=O)CCCn2c(=O)c3cccn3c3ccc(F)cc32)cc1OC
→ ?, 11%, 10%
- CCOc1ccc(NC(=O)C2CCN(S(=O)(=O)c3cc(-c4noc(C)n4)ccc3C)CC2)cc1
→ -1%[46 µM], -4%, -1%
- O=c1n(Cc2ccc(F)cc2Cl)c2ccccc2c2nc(-c3ccccc3)nn12
→ 4%[46 µM], -1%, -15%
- Cc1ccccc1OCC(=O)Nc1ccc(-c2nc3ccccc3o2)cc1
→ 27%[46 µM], -3%, 0%
- CC(=O)Nc1nonc1-c1nnc(SCC(=O)Nc2ccc(F)cc2F)n1-c1ccccc1
→ -7%[46 µM], -3%, 6%
- Cc1cc(C)n2nc(SCC(=O)Nc3ccccc3C)nc2n1
→ 22%[46 µM], 3%, 0%
- COc1ccc(OCC(=O)N2CCC(c3nc4ccccc4s3)CC2)cc1
→ -7%[46 µM], 2%, -1%
- Cc1ccc(S(=O)(=O)N2CCCc3cc(NC(=O)c4cccc(Cl)c4)ccc32)cc1
→ 13%[46 µM], -1%, 0%

# Carrying on.
# Order of values – LMNA splice mod, TRb-SRC2 inh, TexasRed fluor
- Cc1ccc(S(=O)(=O)CC(=O)N2CCN(c3nc4c(F)cccc4s3)CC2)cc1
→ -5%[46 µM], -11%, 0%
- CC1=C(C(=O)Nc2cc(Cl)ccc2C)C(c2sccc2C)n2ncnc2N1 (stereo unspecified)
→ ?, -4%, 1%
- O=C(CSc1nc(=O)n(Cc2ccccn2)c2c1CCC2)Nc1ccccc1
→ 9%[46 µM], 2%, 2%
- COc1cccc(CNC(=O)c2ccc3oc(=O)n(Cc4ccccc4)c3c2)c1
→ -2%[46 µM], 1%, 0%
- CCn1cc(S(=O)(=O)c2ccc(C)cc2)c(=O)c2cc(F)c(N3CCCCCC3)cc21
→ 7%[46 µM], 3%, 7%
- O=C(Cn1cc(S(=O)(=O)Cc2ccc(F)cc2)c2ccccc21)NCc1ccccc1Cl
→ 2%[46 µM], 7%, 5%
- COc1ccc(Cl)cc1NC(=O)CSc1nc(=O)[nH]c2c1CCCC2
→ ?, -7%, 1%
- COc1ccc(-c2nc(Cn3c(SCc4ccccc4F)nc4cccnc43)c(C)o2)cc1
→ ?, 8%, 1%
- COc1ccc(CNCCSc2nnnn2-c2ccccc2)c(OC)c1
→ 1%[46 µM], -1%, -17%
- N#Cc1ccccc1NC(=O)C(=O)NCCc1csc(-c2ccc(C(F)(F)F)cc2)n1
→ 28%[46 µM], 11%, 0%
- COc1ccccc1N1CCN(S(=O)(=O)CCNC(=O)COc2ccc(F)cc2)CC1
→ 4%[46 µM], -1%, ?
- Cc1ccc(CCNc2ncnc3onc(C)c23)cc1
→ ?, 0%, 2%
- Cc1oc(-c2cccc(Br)c2)nc1CN1CCC(C(=O)NCCc2ccc(Cl)cc2)CC1
→ ?, -4%, -2%
- Cc1ccc(C2=CC(c3ccccc3F)n3c(nc4ccccc43)N2)cc1C (stereo unspecified)
→ 1%[46 µM], 0%, -11%
- O=C(Nc1ccc(Cl)cc1)c1cc(S(=O)(=O)N2CCc3ccccc32)ccc1F
→ -7%[46 µM], -2%, -2%
- COc1ccc(-n2ncc(C(=O)NCCc3ccsc3)c2C2CCN(C(=O)OC(C)(C)C)CC2)cc1
→ -21%[46 µM], -5%, 2%
- Cc1cccc(NC(=O)CN2c3ccccc3S(=O)(=O)c3ccccc32)c1C
→ -6%[46 µM], 1%, -31%
- COc1cccc(Nc2sc(C(=O)c3ccc(F)cc3)c(N)c2C(=O)NCc2ccc(C)cc2)c1
→ -9%[46 µM], 5%, -2%
- CCCCNC(=O)c1ccc(-c2nc(CN3CCc4ccccc43)c(C)o2)cc1
→ ?, 0%, ?
- CCOc1ccc(OCC)c(NS(=O)(=O)c2ccc3c(c2)CCCN3C(C)=O)c1
→ 15%[46 µM], -2%, -33%
- Cc1cccc(C(=O)N(Cc2nc(-c3ccc(Cl)cc3)no2)C(C)C)c1
→ -11%[46 µM], 1%, 4%
- O=C(Cc1ccc(NC(=O)N2CCSc3ncccc32)cc1)NCc1ccccc1Cl
→ -7%[46 µM], 5%, 2%
- CCC(=O)N1CCc2cc(Br)cc(S(=O)(=O)CCC(=O)NCCc3cccc(C)c3)c21
→ ?, -1%, -24%
- O=C(NCc1ccccc1F)C(=O)NCC(c1ccc2c(c1)OCO2)N1CCOCC1 (stereo unspecified)
→ 7%[46 µM], 6%, 1%
- COc1ccc(OCC(=O)NCC(c2ccc(OC)cc2)N2CCOCC2)cc1 (stereo unspecified)
→ 9%[46 µM], -25%, 89µM*[quencher]
- CCn1ccc2cc(S(=O)(=O)N3CCCN(C(=O)Nc4ccc(C)cc4Cl)CC3)ccc21
→ 0%[46 µM], -1%, 1%
- COc1ccc(-c2cn3cccnc3n2)cc1NC(=O)Nc1ccc(Cl)cc1
→ -8%[46 µM], -1%, -2%
- O=C(c1ccc2c(c1)N(Cc1cccc(F)c1)C(=O)c1ccccc1S2)N1CCOCC1
→ ?, 1%, -4%
- O=C(Cn1cnc2nc3c(cc2c1=O)CCCC3)Nc1ccc(F)cc1Cl
→ -4%[46 µM], 9%, -4%
- COc1ccc(OC)c(CCNC(=O)c2sc3nc4n(c(=O)c3c2C)CCCC4)c1
→ 18%[46 µM], -3%, -10%

# These rows are one share of the data. The share of hits here may be higher or lower than overall.
